TNAP act hiacc: increases human TNAP activity under high phosphate acceptor concentration; P05186; purified TNAP, CDP-star luminescence, 1 M DEA, 30 min; active compounds read high; 0 = EDTA background, 1 = DMSO-only activity; activation factor at 20 µM; 200,000 tested, under 10 active; AID 1136;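 active means activation factor at least 2 at 20 µM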
Target sequence (P05186 whole entry, looked up): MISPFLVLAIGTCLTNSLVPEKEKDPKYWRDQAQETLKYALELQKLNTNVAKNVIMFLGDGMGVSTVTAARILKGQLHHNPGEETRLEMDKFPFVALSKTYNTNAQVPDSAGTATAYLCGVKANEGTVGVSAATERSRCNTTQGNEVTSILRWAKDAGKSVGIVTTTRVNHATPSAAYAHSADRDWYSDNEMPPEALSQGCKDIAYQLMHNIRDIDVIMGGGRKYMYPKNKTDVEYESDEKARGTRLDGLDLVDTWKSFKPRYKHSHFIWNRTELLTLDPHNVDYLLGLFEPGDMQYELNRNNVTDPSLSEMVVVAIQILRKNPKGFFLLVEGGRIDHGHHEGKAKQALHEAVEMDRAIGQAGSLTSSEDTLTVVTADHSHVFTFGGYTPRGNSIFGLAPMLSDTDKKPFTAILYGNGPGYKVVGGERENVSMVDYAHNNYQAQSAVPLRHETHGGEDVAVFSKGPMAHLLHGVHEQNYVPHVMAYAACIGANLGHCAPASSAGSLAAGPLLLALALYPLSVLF
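Assay system: human TNAP; Input: enzyme diluted 1/800 final; Reagent: CDP-star luminogenic substrate at 100 µM final; Timing: 30 min, room temperature; Signal: luminescence; Evaluation: TNAP activation factor scaled between EDTA and DMSO control wells.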
L major viab: inhibitors of Leishmania major promastigote growth | 200,000 tested, 9% active | Leishmania major promastigotes, resazurin fluorescence viability | inhibition, % at 10 µM; in the data active means inhibition above about 50%;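 further: promastigotes grown with compound for 44 hours at 28 °C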
FLuc inh counter: Photinus pyralis luciferase inhibition counter-screen; P08659; ATPLite firefly luciferase biochemical luminescence, 10 min; inhibition, % at 10 µM; 200,000 tested, 1.5% active;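 active means inhibition above about 50% when tested at 10 µM, limit read from the data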
Target sequence (P08659 whole entry, looked up): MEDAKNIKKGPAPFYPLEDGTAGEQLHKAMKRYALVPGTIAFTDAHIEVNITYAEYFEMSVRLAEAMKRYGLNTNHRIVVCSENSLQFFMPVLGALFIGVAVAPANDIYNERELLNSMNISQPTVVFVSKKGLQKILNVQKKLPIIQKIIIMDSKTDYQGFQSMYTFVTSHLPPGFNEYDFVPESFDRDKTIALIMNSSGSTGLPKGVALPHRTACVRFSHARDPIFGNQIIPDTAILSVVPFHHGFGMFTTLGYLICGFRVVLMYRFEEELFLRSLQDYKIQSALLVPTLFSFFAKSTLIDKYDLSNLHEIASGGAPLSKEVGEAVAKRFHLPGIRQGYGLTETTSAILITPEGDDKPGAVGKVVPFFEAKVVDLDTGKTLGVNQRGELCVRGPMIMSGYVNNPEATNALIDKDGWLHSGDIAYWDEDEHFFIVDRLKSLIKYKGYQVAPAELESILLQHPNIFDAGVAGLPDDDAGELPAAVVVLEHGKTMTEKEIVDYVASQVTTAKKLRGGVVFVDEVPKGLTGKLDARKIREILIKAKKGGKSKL
APP transl inh: APP translation inhibition; inhibition, % at 2 µM; SH-SY5Y APP 5'UTR-luciferase reporter, luminescence; 190,000 tested, 0.82% active;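 active means inhibition above a set limit, derived from the sample mean plus 3 SD, cut at about 45% in these data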; further: values of inactives mirror those of a sister screen read the other way
RAM inhibit: inhibitors of the yeast RAM network | S. cerevisiae dse1pr::URA3 reporter, 5-FOA growth OD615, 2 d; analog-sensitive cbk1-as2 kinase mutant strain | inhibition, % at 50 µM | 190,000 tested, 1.8% active;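 active means inhibition above a set limit, 3 SD over mean compound inhibition, cut at about 8.4% in these data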;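 further: 0% = DMSO-only wells with no growth and 100% = 10 µM 1-NA-PP1 full growth; inhibition rescues growth on 5-FOA so higher OD means more RAM inhibition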
TNAP inh noacc: inhibitors of human TNAP without phosphate acceptor. P05186. purified TNAP, CDP-star luminescence, 30 min. inhibition, % at 20 µM. 200,000 tested, 0.26% active. AID 1012;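 active means tissue-nonspecific alkaline phosphatase inhibition above about 50% at 20 µM in the single-dose screen, limit read from the data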;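 further: 0% = DMSO negative control and 100% = EDTA positive control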
bIAP act: increases bovine intestinal alkaline phosphatase activity. purified bovine IAP, CDP-star luminescence, 30 min; active compounds read high; fold of DMSO-control signal, blank-subtracted. activation factor at 20 µM. 200,000 tested, 0.17% active. AID 1016;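 active means activation factor of 2 or more at 20 µM, a signal rise over negative controls twice the positive control's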
bIAP inh: intestinal alkaline phosphatase (bovine) inhibition; AID 1019; inhibition, % at 20 µM; purified bovine IAP, CDP-star luminescence, 30 min; 190,000 tested, under 10 active;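 active means over 50% inhibition of intestinal alkaline phosphatase at 20 µM in the single-dose screen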
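System: purified bovine intestinal alkaline phosphatase (IAP) enzyme; Input: IAP diluted 1/65,000,000 in the well; Measured by: CDP-star luminescence signal; Compound dosing: 20 µM single dose; Incubation: 30 min reaction at room temperature.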
TNAP inh hi DEA: TNAP (human) inhibition, high acceptor; P05186; purified TNAP, CDP-star luminescence, 1 M DEA; inhibition, % at 20 µM; 200,000 tested, 0.03% active; AID 1135;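 active means over 50% inhibition of tissue-nonspecific alkaline phosphatase at 20 µM in the single-dose screen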;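 further: plate controls were DMSO wells for no effect and EDTA-quenched wells as full inhibition for full effect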
FLuc stim CS: firefly luciferase counter-screen for stimulation assays | ATPlite luciferase biochemical, luminescence, 10 min; 0 = ATP-free wells, 1 = DMSO control | activation factor at 10 µM | 200,000 tested, under 10 active | AID 1027;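 active means luciferase activation factor, scaled between plate controls, of at least 2 with compound at 10 µM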
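Assay system: Luciferase/luciferin detection reagent, cell-free biochemical luciferase assay / Read-out: luciferase activation / Benchmarks: No-ATP low control, compound-free enzyme-plus-ATP high control / Medium: PBS buffer for ATP / Detection: luminescence measurement of luciferase light output / Schedule: 10 min at ambient temperature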
* marks the source's active call; other numbers are inactive results; . = not tested or not shown. This is a subset (hit frequency here may not be typical).

SMILES | TNAP act hiacc | L major viab | FLuc inh counter | APP transl inh | RAM inhibit | TNAP inh noacc | bIAP act | bIAP inh | TNAP inh hi DEA | FLuc stim CS
CCCCN1CCC(C#N)(Nc2ccccc2)CC1 | 1.1 | -4 | -6 | 1 | 0.4 | -10 | 0.9 | 6 | -6 | 1.1
N#CCCn1cc(C(=O)O)c(-c2cccc([N+](=O)[O-])c2)n1 | 1 | 2 | 3 | -1 | 0.6 | 0 | 1.4 | -40 | -1 | 1
CC1(C)COC(Nc2cccc(Cl)c2)=N1 | 1 | 20 | -3 | 6 | 0.6 | -4 | 1 | 0 | 0 | 1
CCN(CC)P(=O)(NC(=O)C(Cl)(Cl)Cl)N(CC)CC.[Cl-].[Cl-].[Cl-].[Nd+3] | 1 | 10 | -8 | 10 | 2.2 | -2 | 1.1 | -15 | 0 | 1.1
Cc1ccccc1C1=NCC(=O)N(CC(=O)NCc2ccco2)c2sc3c(c21)CCCC3 | 1 | 93* | -7 | 3 | -0.1 | -14 | 1 | -3 | -3 | 1.1
CC12CCCCC1=NC(c1ccc(Br)cc1)N2O (stereo unspecified) | 1 | -5 | -6 | 5 | -0.3 | -12 | 0.9 | 6 | -4 | 1.1
CCSc1nnc(C(N)Cc2ccccc2)o1 (stereo unspecified) | 1 | -3 | -5 | 5 | 3.0 | -11 | 1 | 2 | -4 | 1.1
Cc1ccc(-n2c(-c3cccs3)nc3ccccc3c2=O)cc1 | 1.1 | 9 | -2 | 0 | 2.2 | -11 | 0.9 | 10 | -5 | 1
CC(C)[C@H]1C(=O)O[C@H](C(C)C)C(=O)N(C)[C@@H](C(C)C)C(=O)O[C@H](C(C)C)C(=O)N(C)[C@@H](C(C)C)C(=O)O[C@H](C(C)C)C(=O)N1C | 1 | 100* | -12 | 5 | 1.8 | 2 | 1 | 0 | -5 | 1.1
COC(=O)N1C(c2ccccc2)C1c1ccccc1 (stereo unspecified) | 1.1 | -7 | -7 | -4 | 0.1 | -6 | 1.1 | -12 | -8 | 1.1
CC(C)c1ccc(C2N3CCCN23)cc1 (stereo unspecified) | 1 | -9 | -1 | -6 | 0.0 | -6 | 0.9 | 10 | -2 | 1
Cc1nc2ncnn2c(C)c1CCC(=O)N1CCC2(CC1)OCCO2 | 1 | 3 | -1 | 5 | -0.1 | -5 | 0.9 | 9 | 2 | 1
CCOc1cccc(N2C(=O)CC(=O)NC2=O)c1 | 1 | 0 | 0 | 16 | 0.3 | -4 | 0.9 | 6 | 4 | 1
CCN(CC)c1ccc(N=Cc2c(O)n(-c3ccc(OC)cc3)c(=O)[nH]c2=O)cc1 | 1.1 | 12 | -7 | -4 | 3.9 | -6 | 1 | 4 | -5 | 1.1
O=C(Cn1cnc2ccccc2c1=O)NCCC(=O)N1CCC2(CC1)OCCO2 | 1 | -7 | -1 | 0 | 0.5 | -10 | 1 | -2 | -3 | 1
Cc1cc(N2C(=O)C3CCCN3C2c2cccc(Cl)c2)no1 (stereo unspecified) | 1 | -4 | -9 | -4 | 0.1 | -10 | 1.4 | -36 | -5 | 1.1
O=C(COc1ccccc1)N1CCN(CC(O)COc2ccccc2)CC1 (stereo unspecified) | 1 | 18 | -3 | 0 | 1.3 | -11 | 1 | 1 | -2 | 1
CN(CCc1nnc(N)s1)[N+](=O)[O-] | 1 | -5 | -4 | -19 | 1.3 | -8 | 1.2 | -23 | 0 | 1
CC1CC2(O)c3nonc3CCC2N1O (stereo unspecified) | 1 | 3 | 3 | 3 | 0.5 | -1 | 0.9 | 6 | 3 | 1
CC/C(=C\C=C\[C@@H]1C=C[C@@H]2CCC[C@H]2[C@@H]1C(=O)c1ccc[nH]1)[C@@H]1O[C@@H]([C@@H](C)C(=O)O)CC[C@@H]1C | 1 | -3 | -8 | -2 | 1.9 | 0 | 0.9 | 7 | -2 | 1.1
COc1ccc(OC)c(N2C(=O)NC(=O)/C(=C\c3ccc([N+](=O)[O-])s3)C2=O)c1 | 0.8 | 100* | -7 | 4 | -0.4 | 10 | 1 | -2 | 18 | 1.1
COc1c2c(cc3c1OCO3)CC[N+](C)=C2 | 1 | -14 | -6 | -6 | 0.1 | -7 | 1.1 | -6 | -4 | 1.1
c1ccc(-c2ccc(-c3n(-c4ccccn4)c4ccccc4[n+]3-c3ccccn3)cc2)cc1 | 1 | 88* | -4 | -5 | 2.6 | -11 | 1.1 | -11 | -1 | 1
COc1ccc(S(=O)(=O)NCc2ccc(C(=O)N3CCC4(CC3)OCCO4)cc2)cc1 | 1 | -5 | -5 | 12 | 0.3 | -11 | 0.9 | 5 | 0 | 1
CCCCn1c(O)c(C(CC)=Nc2ccc(OC)cc2OC)c(=O)[nH]c1=O | 1 | -11 | -7 | -8 | 0.7 | -1 | 1.1 | -6 | -1 | 1.1
CN(C)c1ccc(/C=C2/C(=O)NC(=O)N(Cc3ccco3)C2=O)cc1 | 1 | -1 | 0 | 6 | 0.1 | 5 | 0.8 | 21 | 5 | 1
CCOC(=O)c1c(-n2c(C)cc(C=C3C(=O)NC(=S)NC3=O)c2C)sc2c1CCCC2 | 0.9 | 100* | -5 | 0 | 11* | 11 | 0.5 | . | 9 | 1
FC(F)(F)c1ccc(CN2CCNCC2)cc1 | 1 | 96* | -5 | -5 | -0.1 | 9 | 0.9 | 9 | -2 | 1.1
COc1ccc(OC)c(C2=NOC(C(=O)N3CCC4(CC3)OCCO4)C2)c1 (stereo unspecified) | 1 | -5 | -6 | -7 | -0.1 | -9 | 0.9 | 7 | -1 | 1.1
Cc1ccn2nc(S(=O)(=O)Nc3c(F)cccc3F)nc2n1 | 1.1 | -9 | -2 | -1 | 0.3 | -11 | 1.1 | -12 | -9 | 1
Cc1cc(C)n2c(Br)c(CN3CC4CC(C3)c3cccc(=O)n3C4)nc2n1 (stereo unspecified) | 1 | -7 | -11 | -12 | 1.1 | -5 | 0.9 | 9 | -2 | 1.1
C=C1C(O)(c2ccccc2)C2CC[N+]1(C)CC2 (stereo unspecified) | 1 | -5 | -5 | 4 | 0.5 | -6 | 1 | 2 | -2 | 1
CC(C)n1cc(C(=O)N(CC(=O)NC(C)(C)C)Cc2ccccc2)cn1 | 1 | -3 | -6 | -25 | 1.1 | -11 | 0.9 | 5 | -2 | 1.1
O=C(CNC1CCCCC1)N1CCC2(CC1)OCCO2 | 1 | -7 | -4 | 1 | 0.5 | -10 | 0.9 | 10 | -2 | 1
Cc1ccc2c(c1)N(CCC(=O)N1CCC3(CC1)OCCO3)C(=O)C(C)O2 (stereo unspecified) | 1 | -8 | -11 | -11 | -0.3 | 0 | 0.9 | 8 | -2 | 1.1
Cc1ccnc(-n2c(-c3ccco3)nc3ccccc3c2=O)c1 | 1 | 0 | 12 | 7 | 0.5 | -2 | 1 | -4 | -4 | 0.9
O=C(CNC(=O)c1ccccc1Cl)Nc1ccc(Br)cc1C(=O)c1ccccc1 | 1 | 5 | -5 | 2 | 5.7 | -34 | 0.9 | 9 | -2 | 1.1
COc1ccc(-n2c(/C=C3/C(=O)Nc4ccccc43)nc3ccccc3c2=O)cc1 | 0.9 | 11 | -4 | 6 | 4.5 | -5 | 0.9 | 13 | 6 | 1
Cc1cc(Cl)ccc1OCC(=O)N1CCN(C)CC1 | 1 | 6 | -2 | -21 | 1.1 | -6 | 1 | 2 | 1 | 1
COc1cc2c(cc1OC)C(C(=O)NCCC(C)C)C1CCCCN1C2=O (stereo unspecified) | 1 | -6 | -6 | -11 | -0.1 | -4 | 1.4 | -43 | 3 | 1.1

The last 4 compounds of the part above open the next one:
SMILES | TNAP act hiacc | L major viab | FLuc inh counter | APP transl inh | RAM inhibit | TNAP inh noacc | bIAP act | bIAP inh | TNAP inh hi DEA | FLuc stim CS
O=C(CNC(=O)c1ccccc1Cl)Nc1ccc(Br)cc1C(=O)c1ccccc1 | 1 | 5 | -5 | 2 | 5.7 | -34 | 0.9 | 9 | -2 | 1.1
COc1ccc(-n2c(/C=C3/C(=O)Nc4ccccc43)nc3ccccc3c2=O)cc1 | 0.9 | 11 | -4 | 6 | 4.5 | -5 | 0.9 | 13 | 6 | 1
Cc1cc(Cl)ccc1OCC(=O)N1CCN(C)CC1 | 1 | 6 | -2 | -21 | 1.1 | -6 | 1 | 2 | 1 | 1
COc1cc2c(cc1OC)C(C(=O)NCCC(C)C)C1CCCCN1C2=O (stereo unspecified) | 1 | -6 | -6 | -11 | -0.1 | -4 | 1.4 | -43 | 3 | 1.1
O=C1NC(=S)N(C2CC2)C(=O)/C1=C/c1ccc2c(c1)CCN2CCCCl | 0.9 | 74* | 28 | 18 | 2.5 | 40 | 1.1 | -9 | 6 | 0.7
C=CCOC(=O)C1=C(C)OC(N)=C(C#N)C12C(=O)N(CN1CCOCC1)c1ccccc12 (stereo unspecified) | 1 | 14 | -5 | 6 | 0.3 | -9 | 1 | 4 | -3 | 1
O=C1NC(=O)N(c2ccc3c(c2)OCO3)C(=O)/C1=C/c1ccc(N2CCCCC2)o1 | 0.7 | 7 | -3 | 8 | 0.6 | 23 | 0.4 | . | 32 | 1
O=C(/C=C/c1ccccc1)NCCc1cnc[nH]1 | 1 | -6 | -1 | -21 | 1.6 | -2 | 1.3 | -26 | 0 | 1
CNC(=O)c1cccn(Cc2cccc(C(F)(F)F)c2)c1=O | 1 | -1 | -6 | -16 | -0.1 | -13 | 1 | 3 | -4 | 1.1
CC(=O)c1ccc(OC(NC(=O)c2ccco2)C(Cl)(Cl)Cl)cc1 (stereo unspecified) | 1 | -3 | -1 | 5 | -0.4 | -4 | 1.1 | -11 | -2 | 1
CN1C(=O)c2ccccc2Sc2ccc(C(=O)N3CCC4(CC3)OCCO4)cc21 | 1 | -5 | -6 | 3 | 1.1 | -7 | 0.9 | 5 | -2 | 1.1
COc1cccc(CNCCc2c[nH]c3ccccc23)c1OC | 1 | 9 | -5 | 7 | 0.4 | -9 | 1 | 1 | -1 | 1.1
CCOC(=O)c1c(C)n(CCN2CCN(C)CC2)c2ccc(OC)cc12 | 1 | 16 | -4 | -18 | 0.2 | -9 | 1 | 1 | -2 | 1
O=C(CN1CC=C(c2ccccc2)CC1)Nc1cc(Cl)ccc1Cl | 1 | 55* | -1 | 1 | 1.4 | -27 | 0.9 | 11 | 0 | 1
COc1ccc(OC)c(/C=N/OC(=O)Nc2ccc(Cl)cc2)c1 | 1 | 1 | -5 | -3 | 0.4 | 2 | 0.9 | 10 | -2 | 1
CN(C(=O)CNC(=O)OCc1ccccc1)c1ccc(Br)cc1C(=O)c1ccccc1Cl | 1 | 38 | 0 | 80* | 6.5 | -5 | 0.9 | 5 | -5 | 1
O=C(c1cc(Br)ccc1Cl)N1CCC2(CC1)OCCO2 | 1 | -7 | -5 | 1 | 1.1 | -8 | 1 | 4 | 2 | 1
CCS(=O)(=O)N1CCC(C(=O)N2CCC3(CC2)OCCO3)CC1 | 1 | -5 | -4 | 9 | 1.6 | -8 | 0.9 | 7 | 1 | 1
O=c1c(C=NCCN2CCNCC2)c(O)n(C2CCCCC2)c(=O)n1C1CCCCC1 | 1 | 43 | -10 | -1 | 3.0 | 2 | 1.1 | -11 | -3 | 1.1
